Screening results from PubChem.
RGS4 pot: potentiators or activators of RGS4; HEK293 M3R/inducible RGS4, carbachol calcium flux Fluo4; hits give low values; B-score at 10 µM; 310,000 compounds, 0.92% hits; AID 463111;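 active = B-score of the integrated calcium signal more than 4 SD below the library mean, with starting fluorescence not abnormally high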;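 note: negative B-score means reduced calcium response which marks RGS4 activation or potentiation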
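test system = M3R-expressing HEK293 line, RGS4 induced by doxycycline | probe or stimulus = carbachol at ECmax as muscarinic agonist stimulus | timing = dye loading 30 min 37 °C, buffer rest 30 min RT | signal = calcium dye Fluo4 fluorescence | evaluation = B score from integrated fluorescence ratio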
KCNQ1 pot: human KCNQ1 channel potentiation or activation; P51787; CHO-K1 KCNQ1, thallium flux FluxOR fluorescence; hits give high values; B-score at 10 µM; 310,000 compounds, 0.35% hits;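 active = fluorescence ratio B-score, a plate-corrected score, at least three library SD, with initial intensity B-score within 5 SD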
Target sequence (P51787 whole entry, looked up): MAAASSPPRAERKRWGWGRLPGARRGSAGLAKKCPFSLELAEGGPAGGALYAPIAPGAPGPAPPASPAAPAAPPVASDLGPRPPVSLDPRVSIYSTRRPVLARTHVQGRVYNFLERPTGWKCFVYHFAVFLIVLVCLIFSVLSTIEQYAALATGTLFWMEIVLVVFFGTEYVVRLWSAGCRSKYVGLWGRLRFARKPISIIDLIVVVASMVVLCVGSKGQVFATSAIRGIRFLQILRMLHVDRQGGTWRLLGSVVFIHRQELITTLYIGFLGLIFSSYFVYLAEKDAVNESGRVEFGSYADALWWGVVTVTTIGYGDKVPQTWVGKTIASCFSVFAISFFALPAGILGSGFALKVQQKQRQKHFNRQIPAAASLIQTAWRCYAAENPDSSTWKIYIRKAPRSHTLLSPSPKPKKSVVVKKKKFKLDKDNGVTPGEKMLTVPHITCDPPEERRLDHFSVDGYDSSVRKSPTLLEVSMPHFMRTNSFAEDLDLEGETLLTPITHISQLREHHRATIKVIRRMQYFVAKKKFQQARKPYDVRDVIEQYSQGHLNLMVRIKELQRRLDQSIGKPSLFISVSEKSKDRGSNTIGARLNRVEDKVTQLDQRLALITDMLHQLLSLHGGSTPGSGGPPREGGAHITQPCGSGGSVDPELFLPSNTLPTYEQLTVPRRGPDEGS
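Doses: Single concentration per compound, DMSO matched to controls | Test system: KCNQ1-transfected CHO-K1 cells | Timing: 90 min dye loading and 20 min compound exposure, both at room temperature | Measured by: Kinetic FluxOR thallium fluorescence, 10-s 1-Hz baseline, 110-s post-stimulus read | Medium: Assay buffer with matched DMSO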
hERG protect: hERG (human) protection from proarrhythmic block; 310,000 compounds, 0.51% hits; activation (rescue from dofetilide block), less the hit threshold, % at 10 µM; Q12809; CHO-hERG, FluxOR thallium flux, dofetilide IC70 present; AID 1511;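 active = activation above the mean of controls blocked by dofetilide plus 5 SD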;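 note: thallium influx through hERG after potassium depolarization seen as dye fluorescence rise; in these data hits start at about 4.7%; inactives centre near -7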
ANO1 activ: mouse TMEM16A channel activation, primary screen; HEK293 TMEM16A/YFP-H148Q/I152L, iodide quench fluorescence; hits give low values; B-score at 10 µM; 340,000 compounds, 0.3% hits;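 active = fluorescence-ratio B-score plate-corrected deviation score at least 3 library SD below zero, with starting fluorescence score within 5 deviations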;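 note: channel opened by trigger with iodide after compound preincubation; score built on the fluorescence ratio of max minus min over baseline; more negative score means more quench and so TMEM16A activation or potentiation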
MrgX1 ag: activates human MrgX1 receptor signaling | Q96LB2 | MrgX1-HEK293 cells, Fluo-4 calcium fluorescence, agonist mode; hits give high values | B-score at 10 µM | 310,000 compounds, 0.44% hits;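 active = calcium response B-score plate-corrected fluorescence ratio at least 3 library SD, with starting fluorescence B-score inside 5 SD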
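Material: HEK293 cells stably expressing human MrgX1 receptor | Quantity: 15,000 cells per well | Times: Cells plated overnight, dye loaded 0.5 h 37 °C, 0.5 h room temperature | Measured by: Kinetic Fluo-4 NW fluorescence of intracellular calcium | Control set: Positive and negative controls per plate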
MrgX1 PAM: human MrgX1 positive allosteric modulation, primary screen; Q96LB2; MrgX1-HEK293, Fluo-4 calcium flux, FDSS; hits give high values; B-score at 10 µM; 310,000 compounds, 0.63% hits;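 active = plate-corrected calcium response at least 3 library SD above typical, normal starting fluorescence, not activating the receptor alone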;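 note: compound read alongside a low EC10 to EC30 dose of BAM8-22 agonist; peak minus trough fluorescence over baseline measured at the second addition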
RGS4 block: inhibitors of human RGS4; P49798; HEK293 M3R/RGS4 inducible, Fluo-4 calcium flux; hits give high values; triggered by carbachol at its EC20; B-score at 10 µM; 310,000 compounds, 0.45% hits;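 active = B-score, a plate-corrected calcium signal, over three deviations above library mean, with baseline fluorescence within five deviations of library mean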;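 note: RGS4 expression induced by doxycycline in cells with stable M3 receptor; B-score is computed from the integrated fluorescence ratio over baseline after carbachol; higher B-score means a larger calcium signal and so more RGS4 inhibition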
KCNK9 block: blocks the human KCNK9 two-pore domain potassium channel | 310,000 compounds, 1.2% hits | HEK293 KCNK9, FluxOR thallium flux fluorescence; hits give low values | AID 488922 | Q9NPC2 | B-score at 10 µM;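 active = ratio B-score over 3 SD below the library mean, with starting fluorescence within 5 SD of its mean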;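 note: negative B-score means less thallium flux so channel inhibition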
KCNK3 block: human KCNK3 channel inhibition, primary screen; O14649; CHO-KCNK3 thallium flux, FluxOR fluorescence; hits give low values; B-score at 10 µM; 340,000 compounds, 0.84% hits;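 active = B-score under library mean minus 4 SD, starting fluorescence ratio at most library mean plus 5 SD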;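 note: more negative B-score means stronger inhibition of thallium flux through KCNK3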
Target sequence (O14649 whole entry, looked up): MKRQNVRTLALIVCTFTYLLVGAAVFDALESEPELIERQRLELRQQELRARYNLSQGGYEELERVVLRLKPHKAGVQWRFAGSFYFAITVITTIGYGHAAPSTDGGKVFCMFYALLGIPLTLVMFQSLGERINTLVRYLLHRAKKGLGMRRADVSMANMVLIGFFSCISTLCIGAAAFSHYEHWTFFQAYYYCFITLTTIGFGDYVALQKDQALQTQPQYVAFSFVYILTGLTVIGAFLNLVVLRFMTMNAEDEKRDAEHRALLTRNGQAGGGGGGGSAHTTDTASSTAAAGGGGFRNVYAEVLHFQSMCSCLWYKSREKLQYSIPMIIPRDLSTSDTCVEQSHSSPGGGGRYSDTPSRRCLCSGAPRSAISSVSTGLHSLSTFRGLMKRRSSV
KCNQ1 block: human KCNQ1 channel inhibition | P51787 | AID 2642 | CHO-K1 KCNQ1, FluxOR thallium flux fluorescence; hits give high values | B-score at 10 µM | 310,000 compounds, 1.3% hits;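 active = compounds whose thallium flux B-score, printed positive for inhibition, exceeds three library SD while starting fluorescence stays within three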;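 note: channel opened by potassium depolarization with thallium stimulus after 20 min compound exposure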
ANO1 block: mouse TMEM16A channel inhibition, primary screen. 310,000 compounds, 1.2% hits. HEK293 TMEM16A/YFP iodide influx fluorescence, ionomycin. normalized B-score (activity score, 25-100; higher = stronger inhibition) at 10 µM;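 active = ratio plate-corrected score three or more library SD toward inhibition, starting fluorescence score within five deviations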;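 note: score derived from kinetic fluorescence span divided by baseline fluorescence per well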
Active calls of the source: *; i = inactive; . = no result given.

| Compound | RGS4 pot | KCNQ1 pot | hERG protect | ANO1 activ | MrgX1 ag | MrgX1 PAM | RGS4 block | KCNK9 block | KCNK3 block | KCNQ1 block | ANO1 block |
| --- | --- | --- | --- | --- | --- | --- | --- | --- | --- | --- | --- |
| C[C@H]1Oc2ccccc2C(=O)C1C(=O)c1ccccc1 (some centres undefined) | i | i | -7.0 | i | i | i | i | i | i | i | i |
| COc1cc(NC(=O)C2CCCCC2)c2ncccc2c1 | i | i | -11.3 | i | i | i | i | i | i | i | i |
| Cc1cc(C)c(C(=O)Nc2ccccc2)c(CC(C)(C)C(=O)O)c1 | i | i | -6.9 | i | i | i | i | i | i | i | i |
| COc1ccccc1NC(=O)N1CCc2[nH]c3ccc(Cl)cc3c2C1 | i | i | -5.8 | i | i | i | i | i | i | i | i |
| CCOC(=O)CCc1c(C)c2ccc(OCc3cc([N+](=O)[O-])ccc3OC)c(C)c2oc1=O | i | i | -4.5 | . | i | i | i | i | . | i | i |
| CCN=c1sc(C(=O)NCCc2ccccc2)cc(=O)n1CC | i | i | -20.1 | i | i | i | i | i | i | i | i |
| COc1ccc(F)cc1C(=O)C1CCCN(C(=O)C2=C(C)OCCO2)C1 (centres undefined) | i | i | -3.9 | i | i | i | i | i | i | i | i |
| CC(/C=N/N1CCN(c2ccccc2)CC1)=C\c1ccco1 | i | i | -4.0 | i | i | i | i | i | i | i | i |
| COC(=O)c1sc(N(C)C)c(C#N)c1-c1ccccc1 | i | i | 0.0 | i | i | i | i | i | i | i | i |
| Cc1cc(C)cc(NC(=O)CN2CCN(c3ccccn3)CC2)c1 | i | i | -3.4 | i | i | i | i | i | i | i | i |
| Cc1ccc(S(=O)(=O)c2nc(S(=O)(=O)c3ccc(C)cc3)c(N3CCN(CCO)CC3)s2)cc1 | i | i | -13.6 | i | i | i | i | i | i | i | i |
| Cc1nc(/C=C\C(=O)O)c2cc(C)oc2n1 | i | i | -8.6 | i | i | i | i | i | i | i | i |
| O=S(=O)(/C=C/c1ccccc1)N1CCN(c2nc(-c3cccnc3)nc3ccccc23)CC1 | i | i | -14.7 | i | i | i | i | i | i | i | i |
| COC(=O)CN(c1ccc(C)cc1)S(=O)(=O)c1c(C)[nH]c(=O)[nH]c1=O | i | i | -6.8 | i | i | i | i | i | i | i | i |
| S=C(NC1CCCC1)NC1CCCC1 | i | i | -7.8 | i | i | i | i | i | i | i | i |
| Cc1[nH]cc(Br)c(=O)c1Oc1ncc(C(F)(F)F)cc1Cl | i | i | -6.8 | i | i | i | i | i | i | i | i |
| Cc1ccc(S(=O)(=O)/N=C(/c2ccccc2)N(C)c2ccc(O)cc2)cc1 | i | i | -7.8 | i | i | i | i | i | i | i | i |
| C#CCOCCOCCOCCNc1nc(N2CCOCC2)nc(N2CCN(C(=O)[C@H]([C@@H](C)CC)n3cc([C@@H](N)CC(C)C)nn3)CC2)n1 | i | i | -4.6 | i | i | i | i | i | i | i | i |
| Cn1ccc(C(=O)Nc2sc3c(c2C#N)CCC3)n1 | i | i | -8.6 | i | i | i | i | i | i | i | i |
| Cc1ccc(CC(=O)Nc2ccc(Cl)cn2)cc1 | i | i | -3.4 | i | i | i | i | i | i | i | i |
| CC(=O)c1ccc(C(=O)NC2CCCN(Cc3ccc(Cl)cc3)C2)s1 (centres undefined) | i | i | -7.1 | i | i | i | i | i | i | i | i |
| CC1CCN(c2c(NCC3CCC(C(=O)NCc4ccccc4)CC3)c(=O)c2=O)CC1 (centres undefined) | i | i | -0.1 | i | i | i | i | i | i | i | i |
| COc1ccccc1C(=O)Nc1ccc(S(=O)(=O)Nc2onc(C)c2C)cc1 | i | i | -10.4 | i | i | i | i | i | i | i | i |
| COc1ccc(NC(=S)Nc2ccccc2)c(OC)c1 | i | i | -5.8 | i | i | i | i | i | i | i | i |
| CN(C)c1ccc(C(=S)NCc2ccco2)cc1 | i | i | -8.4 | i | i | i | i | i | i | i | i |
| Cc1ccc(N(CC(=O)NCc2ccccc2)C(=O)CCC(=O)Nc2nccs2)cc1 | i | i | -1.7 | i | i | i | i | i | i | i | i |
| COc1cc2ncnc(NCc3ccc(C)o3)c2cc1OC | i | i | 0.8 | i | i | i | i | i | i | i | i |
| Cc1cccc(-c2c3c(=O)n(C)c(=O)n(C)c3cn2-c2ccccc2O)c1 | i | i | -8.1 | i | i | i | i | i | i | i | i |
| Cc1ccc(S(=O)(=O)/N=C(/c2ccccc2)N2CCOCC2)c(C)c1 | i | i | -0.9 | i | i | i | i | i | i | i | i |
| COc1ccccc1N(C)S(=O)(=O)c1ccc(C(=O)N2CCC(C(N)=O)CC2)cc1 | i | i | -4.5 | i | i | i | i | i | i | i | i |
| S=c1[nH]nc(-c2n[nH]c3c2CCC3)n1/N=C/C=C/c1ccccc1 | i | i | -4.7 | i | i | i | i | i | i | i | i |
| c1ccc(Nc2nc(N3CCCCC3)nc(N3CCNCC3)n2)cc1 | i | i | -14.8 | i | i | i | i | i | i | i | i |
| CCN(CC)CCn1c(SCC(=O)NCc2ccco2)nc2c(sc3ccccc32)c1=O | i | i | -12.2 | i | i | i | i | i | i | i | i |
| COc1cc(/C=N/N2CCN(Cc3ccc(Cl)cc3)CC2)ccc1OC(C)=O | i | i | -4.3 | i | i | i | i | i | i | i | i |
| CC(NC(=O)C1CCCCC1)C(c1cccs1)N1CCOCC1 (centres undefined) | i | i | -8.3 | i | i | i | i | i | i | i | i |
| Cn1cccc1Cc1nnc(SCC(=O)N2CCCC2)n1CCc1ccccc1 | i | i | -2.4 | i | i | i | i | i | i | i | i |
| Cc1ccc(-c2nn(-c3cc(N4CCNCC4)ccc3[N+](=O)[O-])c(=O)c3ccccc23)cc1 | i | i | -18.5 | i | i | i | i | i | i | i | i |
| O=C(NCCSc1ccc(Cl)cc1)c1ccco1 | i | i | -13.0 | i | i | i | i | i | i | i | i |
| COc1cc(SC)ccc1C(=O)Nc1cc(C)ccn1 | i | i | -8.7 | i | i | i | i | i | i | i | i |
| COc1ccc(C(Nc2ccc(S(=O)(=O)N3CCOCC3)cc2)C(=O)NCCC(C)C)cc1OC (centres undefined) | i | i | -7.6 | i | i | i | i | i | i | i | i |
| CCCN(CC1CC1)C(=O)CSc1ncnc2sccc12 | i | i | -19.8 | i | i | i | i | i | i | i | i |
| COc1ccc(NC(=O)c2cncc(Br)c2)c(S(=O)(=O)N2CCOCC2)c1 | i | i | -12.7 | i | i | i | i | i | i | i | i |
| Cc1cc(C)cc(N2C(=O)CC(Sc3nnnn3-c3ccccc3)C2=O)c1 (centres undefined) | i | i | -7.6 | i | i | i | i | i | i | i | i |
| CC(=O)c1ccc(OCc2cc(C(=O)N(C)C3CCOC3)no2)cc1 (centres undefined) | i | i | -10.2 | i | i | i | i | i | i | i | i |
| CCOC(=O)c1c(C)nc(C)c(C(=O)OCC)c1-c1ccc(OC)cc1 | i | i | -17.2 | i | i | i | i | i | i | i | i |
| O=C1CCC(=O)N1CN(C(=O)c1ccco1)c1ccccc1 | i | i | 0.5 | i | i | i | i | i | i | i | i |
| O=C(c1cccc(S(=O)(=O)N2CCCCC2)c1)N1CCc2ccccc21 | i | i | -10.6 | i | i | i | i | i | i | i | i |
| Cc1ccccc1CC1(CO)CCCN(Cc2ccccc2Cl)C1 (centres undefined) | i | i | -9.2 | i | i | i | i | i | i | i | i |
| CC(C)C(=O)Nc1ccc(Nc2ccccc2)cc1 | i | i | -15.8 | i | i | i | i | i | i | i | i |
| CCOC(=O)C1=NN(c2ccccc2)C2=NC(C)=C(C(=O)OC)C(c3ccc(C)cc3)N12 (centres undefined) | i | i | -6.1 | i | i | i | i | i | i | i | i |

(more compounds)
| Compound | RGS4 pot | KCNQ1 pot | hERG protect | ANO1 activ | MrgX1 ag | MrgX1 PAM | RGS4 block | KCNK9 block | KCNK3 block | KCNQ1 block | ANO1 block |
| --- | --- | --- | --- | --- | --- | --- | --- | --- | --- | --- | --- |
| COc1ccc(/C=C(\C#N)c2nc3ccc(C)cc3[nH]2)cc1Oc1ccc(C(F)(F)F)cc1[N+](=O)[O-] | i | i | -1.9 | i | i | i | i | i | i | i | i |
| CC(C)COc1ccc(C(=O)NCc2ccco2)cc1 | i | i | -10.2 | i | i | i | i | i | i | i | i |
| COC(=O)c1ccccc1NC(=S)N(Cc1ccc2c(c1)OCO2)Cc1cc2ccc(OC)cc2[nH]c1=O | i | i | -21.5 | i | i | i | i | i | i | i | i |
| O=C1CC(NCc2ccc3c(c2)OCO3)C(=O)N1CCc1ccccc1 (centres undefined) | i | i | -10.9 | i | i | i | i | i | i | i | i |
| O=C(/C=C/c1cccs1)c1ccc([N+](=O)[O-])cc1 | i | i | -8.3 | i | i | i | i | i | i | i | i |
| CC(C)(C)c1cc(NCCCn2ccnc2)n2ncc(-c3ccc(Cl)cc3)c2n1 | i | i | -11.0 | i | i | i | i | i | i | i | i |
| CSc1nsc(SC)c1C(=O)Nc1ccc(Cl)cc1 | i | i | -7.9 | i | i | i | i | i | i | i | i |
| O=C(NC(=S)Nc1ncc(Br)cc1Br)c1ccccc1 | i | 7* | 0.8 | i | i | i | i | i | i | i | i |
| O=C(NNC(=O)C1CCCCC1)c1ccc(Br)cc1 | i | i | -4.1 | i | i | i | i | i | i | i | i |
| O=C(CN1CCC(Cc2ccccc2)CC1)NC(=O)NC1CCCCC1 | i | i | -15.0 | i | i | i | i | i | i | i | i |
| CN(C)c1ccc(C2=NOC(CN3C(=O)c4ccccc4S3(=O)=O)C2)cc1 (centres undefined) | i | i | -16.4 | i | i | i | i | i | i | i | i |
| CCC(=O)N1CCc2cc(S(=O)(=O)CCC(=O)N(C)c3ccc(OC)cc3)ccc21 | i | i | -3.6 | i | i | i | i | i | i | i | i |
| CC(=O)c1ccc(NS(=O)(=O)c2ccc3ccccc3c2)cc1 | i | i | 2.6 | i | i | i | i | i | i | i | i |
| O=C(Nc1nccs1)c1cc2cc(Cl)ccc2oc1=O | i | i | -16.0 | i | i | i | i | i | i | i | i |
| COc1ccc(NC2=C(Cl)C(=O)N(c3ccccc3)C2=O)c(OC)c1 | i | i | 0.6 | i | i | i | i | i | i | i | i |
| COc1cccc(OCCn2ccnc2)c1 | i | i | -7.6 | i | i | i | i | i | i | i | i |
